Rac1 GTP hydrolysis: MgcRacGAP GTPase-activating activity inhibitors, confirmation, biochemical, ADP Hunter fluorescence. Rac GTPase-activating protein 1 (Homo sapiens). MgcRacGAP-stimulated Rac1 GTP hydrolysis, ADP Hunter fluorescence; higher % means a stronger effect; GST-tagged Rac1 F28L mutant substrate. inhibition, % at 30 µM; hits with a dose series show IC50 in µM. hit rate 0.6% among 340,000;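 active = first-screen hits whose inhibition reached a set limit at any dose in the follow-up dose series; inconclusive = inhibition above the set first-screen limit but never retested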;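 also: fluorescence reports GDP produced by GAP-driven GTP hydrolysis; strong numbers were not always called active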
Dengue-2 NS5 capping: Dengue-2 NS5 methyltransferase inhibitors, primary screen, biochemical, confirmation dose response (AID 588689); Genome polyprotein (Dengue virus type 2 (strain 16681-PDK53)); Dengue-2 NS5 methyltransferase capping enzyme assay, biochemical; higher % means a stronger effect; inhibition, % at 25 µM, or IC50 in µM where a hit was titrated; hit rate 0.3% among 340,000; in the data active = a potency from the dose series; inconclusive = inhibition above about 29% without an active follow-up result
Dengue-2 NS5 capping pilot replicate: second read-out of Dengue-2 NS5 capping, no call of its own (marks repeat the call); inhibition, %; measured here: pilot screen replicate inhibition
* marks the source's active call; other numbers are inactive results; ? = inconclusive. An excerpt, so the mix of outcomes need not match the whole.

SMILES	Rac1 GTP hydrolysis	Dengue-2 NS5 capping	others
O=C(NCc1ccccc1C(F)(F)F)c1cccc2c1C(=O)c1ccc(N3CCC(N4CCCCC4)CC3)cc1S2(=O)=O	17%	-2%
Cc1cc(C)cc(C(=O)N2CCCCC2)c1	-1%	3%
O=[N+]([O-])c1cccc(COc2cccc(CN3CCCCC3)c2)c1	12%	2%
C=CCn1c(SCC(=O)Nc2c(C)n(C)n(-c3ccccc3)c2=O)nnc1-c1cccnc1	-11%	-2%
COc1cccc(NC(=O)CN2C(=O)C(=O)N(C3CCCC3)C2=O)c1	0%	-2%
COc1ccc(CN2C(=O)C(CC(=O)NCCCN(C)C)CC(C(=O)N(C(C)C)C(C)C)=C2C)cc1 (stereo not drawn)	13%	2%
O=C1C=CC(=Nc2ccc3c(c2)Cc2cc(F)ccc2-3)O1	?	-27%
Cn1ccnc1SCC(=O)c1c(N)n(C)c(=O)n(C)c1=O	-1%	-6%
COc1ccc(NC(=O)c2cccc3ccccc23)cc1OC	-23%	1%
COc1ccc(NC(=O)N(C)C[C@@H]2OCc3cn(nn3)CCCC(=O)N([C@H](C)CO)C[C@H]2C)c(OC)c1	14%	8%
CC(C)(C)OC(=O)NCCCCCNC(=O)c1nc[nH]c1C(=O)N1CCN(c2ccccc2)CC1	11%	-1%
CN(C)S(=O)(=O)c1ccc(NC(=O)CSc2nnc(-c3ccco3)n2N)cc1	8%	-8%
Cc1ccc(NS(=O)(=O)c2cccc(C(=O)NC3CCN(Cc4ccccc4)CC3)c2)c(C)c1	6%	-6%
CC[C@@]1(C(=O)OC)N[C@H](CN(C)C(C)=O)[C@@H]2C(=O)N(Cc3ccccc3)C(=O)[C@@H]21	5%	-6%	Dengue-2 NS5 capping pilot replicate=-5.8
Nc1ccc2c(c1)C(=O)CCC2	3%	-1%
O=C(COC(=O)c1c(Cl)ccc(Cl)c1Cl)NCC1CCCO1 (stereo not drawn)	6%	-8%
CN(CC(=O)NCCc1ccc(S(N)(=O)=O)cc1)CC(=O)Nc1ccc(Cl)c(C(F)(F)F)c1	3%	-5%
O=C(CCNS(=O)(=O)c1ccc2ccccc2c1)NCCOc1ccccc1	3%	-2%
Cc1ccc(NC(=O)CSc2nc3nn(-c4ccccc4)c(=O)c-3c3n2CCCCC3)cc1F	3%	-4%
C[C@@H]1CN([C@@H](C)CO)C(=O)CCCn2nncc2CO[C@@H]1CN(C)S(=O)(=O)c1ccccc1F	8%	-6%
Cc1ccccc1Oc1ccc2c(c1)[C@@H]1C[C@H](N(C)C(=O)c3cccnc3)[C@H]([C@H](C)O)C(=O)N1CC2	21%	-7%
O=C(Oc1ccc(Br)cc1)C1CCN(C2=NS(=O)(=O)c3ccccc32)CC1	7%	-1%
CCOc1ccc(-c2nnc3sc(-c4ccccc4OC)nn23)cc1	11%	-4%
COc1ccc(NC(=O)N(C)C[C@H]2Oc3c(NC(=O)Cc4ccccc4)cccc3C(=O)N([C@H](C)CO)C[C@@H]2C)cc1	2%	9%
CCN(C(=O)CSc1n[nH]c(-c2ccc(OC)cc2)n1)c1c(N)n(Cc2ccccc2)c(=O)[nH]c1=O	1%	-10%
CSc1ncccc1C(=O)OCC(=O)NCc1cccs1	-3%	0%
COCCNc1oc(-c2ccccc2Cl)nc1S(=O)(=O)c1ccc(C)cc1	3%	0%
O=S1(=O)CSCS(=O)(=O)C1	3%	-3%
O=C(COC(=O)c1ccco1)Nc1cc(S(=O)(=O)N2CCOCC2)ccc1Cl	-3%	7%
Fc1ccc(NC(=S)NN=Cc2ccccc2Cl)cc1	-3%	3%

An excerpt from above in order of count of non-hydrogen atoms, highest first:
SMILES	Rac1 GTP hydrolysis	Dengue-2 NS5 capping	others
COc1ccc(NC(=O)N(C)C[C@H]2Oc3c(NC(=O)Cc4ccccc4)cccc3C(=O)N([C@H](C)CO)C[C@@H]2C)cc1	2%	9%
Cc1ccccc1Oc1ccc2c(c1)[C@@H]1C[C@H](N(C)C(=O)c3cccnc3)[C@H]([C@H](C)O)C(=O)N1CC2	21%	-7%
Cc1ccc(NC(=O)CSc2nc3nn(-c4ccccc4)c(=O)c-3c3n2CCCCC3)cc1F	3%	-4%
CN(CC(=O)NCCc1ccc(S(N)(=O)=O)cc1)CC(=O)Nc1ccc(Cl)c(C(F)(F)F)c1	3%	-5%
CC[C@@]1(C(=O)OC)N[C@H](CN(C)C(C)=O)[C@@H]2C(=O)N(Cc3ccccc3)C(=O)[C@@H]21	5%	-6%	Dengue-2 NS5 capping pilot replicate=-5.8
O=C(COC(=O)c1ccco1)Nc1cc(S(=O)(=O)N2CCOCC2)ccc1Cl	-3%	7%
O=C(Oc1ccc(Br)cc1)C1CCN(C2=NS(=O)(=O)c3ccccc32)CC1	7%	-1%
CCOc1ccc(-c2nnc3sc(-c4ccccc4OC)nn23)cc1	11%	-4%
O=C(COC(=O)c1c(Cl)ccc(Cl)c1Cl)NCC1CCCO1 (stereo not drawn)	6%	-8%
CSc1ncccc1C(=O)OCC(=O)NCc1cccs1	-3%	0%
Fc1ccc(NC(=S)NN=Cc2ccccc2Cl)cc1	-3%	3%
Nc1ccc2c(c1)C(=O)CCC2	3%	-1%
O=S1(=O)CSCS(=O)(=O)C1	3%	-3%

(more compounds)
SMILES	Rac1 GTP hydrolysis	Dengue-2 NS5 capping	others
COc1ccc(NC(=O)CCCOc2ccc(Cl)c(C)c2)cc1S(=O)(=O)N1CCOCC1	-4%	-13%
COc1ccc(C(C#N)CC(=O)c2ccc(OCc3ccccc3)c(OC)c2)cc1OC (stereo not drawn)	5%	2%
O=C(COC(=O)c1cc2ccccc2cc1O)NCc1ccccc1	-1%	6%
Nc1ncnc(N)c1NC(=O)c1ccc(OCc2ccccc2)cc1	10%	-1%
CC(C)OCCCNc1nc2c(cnn2C)c(=O)[nH]1	4%	0%
CCN1C[C@@H]2[C@@H]3C(=O)N(Cc4ccccc4)C(=O)[C@@H]3[C@](C)(C1=O)N2C(=O)c1ccc(Cl)cc1	12%	-4%
COc1ccc(Cl)cc1NC(=O)CSc1cccc[n+]1[O-]	7%	-7%
O=C(CCNC(=O)c1ccc(Cl)cc1)NCC(c1ccco1)N1CCCC1 (stereo not drawn)	3%	-1%
O=C1CN(C(=O)COC(=O)c2ccc(Br)o2)c2ccccc2N1	4%	2%
CN(C(=O)c1cccc(NC(=O)Cc2ccc(NC(=O)C3CCCN(S(=O)(=O)c4cccc([N+](=O)[O-])c4)C3)cc2)c1)C1CCC1 (stereo not drawn)	6%	-8%	Dengue-2 NS5 capping pilot replicate=-1.8
Clc1ccc(CSc2ncnc3c2ncn3C2CCCCO2)cc1 (stereo not drawn)	2%	-4%
CCOC(=O)CCCCCCCCC(=O)Nc1ccc(-n2[nH]c(=O)cc2C)cc1	15%	4%
Cc1ccc(C)c(S(=O)(=O)NCC(=O)OCC(=O)Nc2sccc2C(N)=O)c1	4%	-10%
O=C(COc1ccccc1F)NNC(=O)c1ccc(F)c(S(=O)(=O)N2CCOCC2)c1	0%	4%
NS(=O)(=O)c1cccc(NC(=O)COC(=O)c2cc([N+](=O)[O-])ccc2N2CCCC2)c1	-4%	7%
COc1ccc(NC(=O)c2cc(-c3ccncc3)nc3ccccc23)c(OC)c1	1%	3%
CCC(CO)Oc1cc(NC(=O)c2ccc(Cl)cc2)c2ncn(C(C)C)c2c1 (stereo not drawn)	5%	1%
CN(C(=O)c1cccc(NC(=O)Cc2cccc(NC(=O)C3CCCN(C(=O)C4CCC4)C3)c2)c1)C1CCC1 (stereo not drawn)	1%	-3%	Dengue-2 NS5 capping pilot replicate=-2.5
CC(=O)N(c1ccccc1)c1nc2ccccc2s1	6%	-3%
CS(=O)(=O)c1cccc(C(=O)OCC(=O)c2ccc3c(c2)OCCO3)c1	3%	-11%
O=C(C[C@H]1C(=O)N(CCc2ccccc2)C[C@@H]1c1ccccc1)Nc1ccccc1	15%	6%
CCOc1ccc2oc(C(=O)NCC(c3ccco3)N(C)C)c(C)c2c1 (stereo not drawn)	1%	5%
COc1ccc(S(=O)(=O)N(C)C[C@H]2Oc3c(NC(=O)CCC(F)(F)F)cccc3C(=O)N([C@H](C)CO)C[C@@H]2C)cc1	4%	6%
O=C(OCn1nnc2ccccc2c1=O)c1ccc(F)c(S(=O)(=O)N2CCOCC2)c1	15%	-7%
O=C1C=C(c2ccccc2)C(c2ccccc2)C1 (stereo not drawn)	4%	-5%
O=C(OC1C2C=CC1C1C(=O)NC21)c1ccccc1 (stereo not drawn)	8%	-5%
Cc1ccc(S(=O)(=O)N2C[C@H]3[C@H]4C(=O)N(c5ccccc5)C(=O)[C@H]4C[C@H](OC(=O)NCc4ccco4)[C@@]3(O)C2)cc1	0%	5%
C[C@H]1CN([C@@H](C)CO)C(=O)Cc2cc(NC(=O)Cc3cn(C)c4ccccc34)ccc2O[C@@H]1CN(C)S(=O)(=O)c1cn(C)cn1	8%	-6%	Dengue-2 NS5 capping pilot replicate=-0.9
COc1ccc2c(c1)OC[C@H]1[C@H]2N2C(=O)c3ccc(F)cc3NC(=O)[C@@]2(C)[C@H]1c1ccccc1	5%	-8%
Cc1c(C(=O)N2CCC2)oc2ccc(Cl)cc12	4%	-4%
CCCCCC(O)C=CC1C(O)CC(O)C1CC=CCCCC(=O)O (stereo not drawn)	6%	6%
O=C1OC(c2ccccc2)Sc2ccccc21 (stereo not drawn)	-10%	2%
CC1CCN(C(=O)COC(=O)C2CCN(S(=O)(=O)c3c(Cl)cccc3Cl)CC2)CC1	2%	-12%
O=C(Cc1ccc(F)cc1)Nc1cc(S(=O)(=O)N2CCOCC2)ccc1N1CCCCC1	3%	1%
COc1cc(/C=C/C(=O)OCC(=O)NCCc2ccc(S(N)(=O)=O)cc2)ccc1OCC#N	-6%	-1%
O=[N+]([O-])C1C(c2ccccc2)C12c1ccccc1-c1ccccc12 (stereo not drawn)	5%	-5%
CCCNC(=O)CSc1ccc(S(=O)(=O)N2CCCC2)cn1	4%	2%
C[C@]12C=CC(=O)C=C1CCC1C2CC[C@@]2(C)C1CCC21OCCO1 (stereo partly drawn)	5%	4%
Cc1cc(C(=O)CN2C(=O)C(=O)N(C3CCCC3)C2=O)c(C)n1CCc1ccccc1	6%	-6%
O=C(COC(=O)c1cccc(OC(F)F)c1)Nc1cccc(S(=O)(=O)N2CCCC2)c1	7%	3%
COc1cc(N)c(Cl)cc1C(=O)OCC(=O)NCC1CCCO1 (stereo not drawn)	3%	-5%
CC(C)OC(=O)N(C)C[C@@H]1OCc2cnnn2CCCC(=O)N([C@H](C)CO)C[C@@H]1C	9%	1%
COCC(=O)N(C)[C@H]1C[C@H]2c3[nH]c4ccccc4c3CCN2C(=O)[C@H]1[C@H](C)O	15%	-10%
CCOC(=O)C1=C(C(=O)OCC)N(Cc2ccccc2)CCC1=O	6%	-2%	Dengue-2 NS5 capping pilot replicate=-2.7
O=C(COC(=O)C1CC2C=CC1C2)Nc1c(Br)cc([N+](=O)[O-])cc1Br (stereo not drawn)	0%	7%
O=C1c2ccccc2C(=O)c2c1ccc(O)c2O	16%	0%
Cc1ccc([C@@H]2CC(=O)[C@@H]3CN(S(=O)(=O)c4ccc(C)cc4)[C@H](c4ccc(Cl)cc4)C[C@@H]3N2S(=O)(=O)c2ccc(Cl)cc2)cc1	13%	4%
NC1=NC2OC(CO)C(O)C2O1 (stereo not drawn)	6%	-1%
O=C(CN1CCCCC1)Nc1ccc(S(=O)(=O)c2ccc(NC(=O)CN3CCCCC3)cc2)cc1	3%	5%
C[C@H]1CN([C@@H](C)CO)C(=O)CCCn2nncc2CO[C@H]1CN(C)C(=O)c1ccccc1	8%	-5%
COCCN(C(=O)CSc1nnc(-c2ccc(F)cc2)n1N)c1c(N)n(CC(C)C)c(=O)[nH]c1=O	11%	-5%
C[C@H](CO)N1C[C@H](C)[C@@H](CN(C)Cc2ccc(Cl)c(Cl)c2)Oc2c(NS(=O)(=O)c3cn(C)cn3)cccc2C1=O	3%	-7%	Dengue-2 NS5 capping pilot replicate=-0.9
CN(C)Cc1cc(C(F)(F)F)ccc1C(O)(c1ccccc1)c1ccccc1	-1%	-4%
CC1CC(C)CN(C(=O)CSc2n[nH]c(N)n2)C1 (stereo not drawn)	4%	-1%
C[C@H](CO)N1C[C@H](C)[C@@H](CN(C)Cc2ccc(Oc3ccccc3)cc2)Oc2c(NC(=O)c3ccncc3)cccc2C1=O	0%	12%
CCOC(=O)CN1CCC(C2(c3cc4ccccc4[nH]3)OCCO2)CC1	10%	3%
CCOC(=O)C1CCCN(C(=O)CNC(=O)c2ccc(Br)o2)C1 (stereo not drawn)	2%	-10%
CC(OC(=O)c1ccc(NC(=O)CC#N)cc1)C(=O)NC(c1ccccc1)c1ccccc1 (stereo not drawn)	0%	-2%
CN(C)CCNC(=O)c1cccc2nc3c(ccc4ccccc43)nc12	?	-1%
O=C(CCS(=O)(=O)c1ccc(F)cc1)Nc1nccs1	10%	-1%
c1ccc(-c2sc3ccccc3c2-c2ccc(OCCN3CCCCC3)cc2)cc1	2%	-3%
Cc1cc(C)c(NC(=S)NC(=O)c2ccccc2)cc1C	5%	-3%
